High-throughput results as filed in PubChem BioAssay.
TAAR1 agonist: human TAAR1 agonism; Q96RJ0; CHO RD-HGA16 TAAR1, Fluo-8 calcium fluorescence; vehicle wells 0%, saturating PEA agonist 100%; activation, % at 3 µM; 360,000 tested, 0.99% active; AID 624467;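 active = activation above the mean activation of all test compounds in the run plus 3 SD, cut at about 38% in these data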
Target sequence (Q96RJ0 whole entry, looked up): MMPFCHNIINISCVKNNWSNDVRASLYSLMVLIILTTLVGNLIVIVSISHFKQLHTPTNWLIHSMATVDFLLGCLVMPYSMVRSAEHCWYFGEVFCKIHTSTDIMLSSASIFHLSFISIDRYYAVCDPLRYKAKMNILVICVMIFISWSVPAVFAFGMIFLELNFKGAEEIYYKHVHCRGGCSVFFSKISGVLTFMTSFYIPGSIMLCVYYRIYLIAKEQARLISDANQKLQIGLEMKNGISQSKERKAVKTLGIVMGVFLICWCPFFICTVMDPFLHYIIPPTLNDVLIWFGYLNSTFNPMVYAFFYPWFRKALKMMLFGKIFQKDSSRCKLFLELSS
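System: CHO RD-HGA16 cells carrying human TAAR1 plus Gα16; Incubation: 17-24 h seeding, 75 min 37 °C dye, 30 min RT; Measured by: Fluo-8 fluorescence, 5 s baseline then 140 s kinetic read; Control set: DMSO and PEA EC100; Replication: single well for each compound.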
CHO-K1 Ca PAM: nonselective activator or artifact in parental CHO-K1 calcium assay; ATP EC20, Fluo-8 calcium fluorescence; 0% at ATP EC20, 100% at ATP max; activation, % at 3 µM; 360,000 tested, 0.02% active;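 active = activation above the run cutoff, the mean activation of all test compounds plus 3 SD, cut at about 40% in these data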;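 also: peak over basal fluorescence ratio in a 140 s read after ATP addition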
CHO parental Ca: counter-screen: ATP calcium response change in parental CHO cells. parental CHO-K1, ATP-induced calcium, Fluo-8 fluorescence. inhibition, % at 5.6 µM. 330,000 tested, 0.63% active. AID 463079;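 active = inhibition above that plate's mean sample inhibition plus 3 SD, cut at about 26% in these data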;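 also: 0% = ATP-challenged DMSO wells and 100% = DMSO wells without ATP; some compounds past the cut are filed as inactive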
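Test system: untransfected parental CHO cell line. Compound: one dose, 5.6 µM nominal. Detection: intracellular calcium via Fluo-8 no-wash fluorescent dye. Measure: % inhibition. Benchmarks: ATP-challenged DMSO wells low, unchallenged DMSO wells high.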
M1 antag: antagonists of human M1 muscarinic receptor; 360,000 tested, 1.3% active; P11229; inhibition, % at 3 µM; CHO-K1 hM1, Fluo-8 calcium fluorescence, ACh EC80 antagonist;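 active = percent inhibition above its own plate's cutoff, namely the mean of that plate's compound wells plus 3 SD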;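 also: peak over basal fluorescence ratio during 140 s after agonist addition; 0% = ACh EC80 plus DMSO and 100% = DMSO alone without agonist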
M1 ag: activates human CHRM1 receptor; P11229; CHO-K1 hM1, Fluo-8 calcium fluorescence, agonist mode; 0% DMSO, 100% acetylcholine EC100; activation, % at 3 µM; 360,000 tested, 0.33% active;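 active = activation above the run's mean compound activation plus 3 SD, cut at about 16% in these data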;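 also: peak over basal fluorescence ratio within a 140 s kinetic read after compound addition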
CHO-K1 Ca antag: M1 antagonist counterscreen hit in parental CHO-K1 cells. ATP-induced calcium, Fluo-8 fluorescence. inhibition, % at 3 µM. 360,000 tested, 0.6% active. AID 602250;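 active = inhibition above a per-plate cutoff, the plate's mean sample inhibition plus 3 SD, cut at about 24% in these data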;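 also: 0% = DMSO plus EC80 ATP and 100% = DMSO alone without ATP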
TAAR1 antag: human TAAR1 antagonism. Q96RJ0. CHO RD-HGA16 TAAR1, Fluo-8 calcium fluorescence, antagonist. inhibition, % at 3 µM. 360,000 tested, 1.5% active. AID 624466;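 active = inhibition above a per-plate cutoff, the mean inhibition of test compounds on that plate plus 3 SD, cut at about 49% in these data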;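 also: 0% = DMSO plus EC80 beta-PEA response and 100% = DMSO alone without agonist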
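Test system – hTAAR1-expressing CHO RD-HGA16 cells, Gα16-coupled · Also added – β-PEA at EC80 concentration, post-compound challenge · Compound – 3 µM, single point · Incubation – dye loading 75 min at 37 °C, then 30 min room temperature · Measured by – Fluo-8 intracellular calcium dye fluorescence, real-time kinetic reads · Benchmarks – vehicle and agonist controls · Replicates – singlicate, one well per test compound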
CHO-K1 Ca ag: nonselective activator or artifact in parental CHO-K1 cells; activation, % at 3 µM; Fluo-8 calcium fluorescence; scaled to maximal ATP response, vehicle zero; 360,000 tested, 0.48% active; in the data active = activation above about 15%;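 also: untransfected CHO-K1 host cells lacking M1 receptor as counterscreen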
OXTR potentiator: potentiates the human oxytocin receptor response | activation, % at 3 µM | CHO-OTR cells, Fluo-8 calcium fluorescence, potentiator mode; 0% = oxytocin EC15, 100% = EC100 | P30559 | 320,000 tested, 0.061% active | AID 2445;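 active = activation above that plate's cutoff, the mean activation of tested compounds plus 3 SD, cut at about 6.6% in these data, passing the limit was not always enough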;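 also: 100% uses oxytocin at 75 nM as the full agonist control; some results filed as inactive read as strong as hits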
Target sequence (P30559 whole entry, looked up): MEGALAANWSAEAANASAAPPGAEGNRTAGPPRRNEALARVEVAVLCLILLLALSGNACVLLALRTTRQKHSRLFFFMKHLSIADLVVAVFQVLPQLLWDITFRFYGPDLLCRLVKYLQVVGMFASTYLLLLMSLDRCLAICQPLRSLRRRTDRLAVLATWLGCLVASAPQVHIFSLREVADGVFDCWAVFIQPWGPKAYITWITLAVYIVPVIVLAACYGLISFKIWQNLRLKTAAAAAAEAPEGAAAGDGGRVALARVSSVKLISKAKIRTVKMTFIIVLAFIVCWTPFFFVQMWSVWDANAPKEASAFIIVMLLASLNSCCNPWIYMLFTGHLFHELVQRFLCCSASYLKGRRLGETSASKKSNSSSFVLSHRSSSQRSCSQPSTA
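Measured by – Fluo-8 calcium dye fluorescence · Test system – human OTR in CHO cells · Dosing – one concentration, 3.0 µM compound · Controls – EC15 oxytocin alone as 0%, 75 nM oxytocin as 100% · Evaluation – normalized max/min fluorescence ratio, % activation · Timing – 6 min pre-incubation, 100 s read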
An asterisk follows results filed as active; x = no result given.

SMILES	TAAR1 agonist	CHO-K1 Ca PAM	CHO parental Ca	M1 antag	M1 ag	CHO-K1 Ca antag	TAAR1 antag	CHO-K1 Ca ag	OXTR potentiator
Nc1nonc1-c1noc(COc2ccccc2Cl)n1	3	-6	-3	-22	1	17	3	-0.5	-13
CCOC(=O)C1CCCCN1C(=O)CCc1nnc(-c2ccc3c(c2)OCO3)o1 (stereo not drawn)	1	8	-14	-11	-3	4	-2	5.5	-2
NC(=O)/C(=C\c1cccnc1)NC(=O)c1ccccc1	9	10	3	-5	-3	-16	7	0.6	3
Cc1onc(-c2ccccc2)c1-c1n[nH]c(=S)n1-c1ccccc1Cl	-1	12	-7	-3	-4	-4	-7	0.1	0
CN(C)S(=O)(=O)N(CC(=O)Nc1ccccc1)c1ccccc1	5	-4	-18	-10	-1	4	-5	0.5	-10
COC(=O)c1nc(N)sc1C	4	3	2	-10	1	-1	-3	-0.4	-17
CCOc1cc(-c2nc3ccccn3c2NCC2CCCO2)ccc1O (stereo not drawn)	24	7	2	24*	2	15	57*	5.0	3
CCN1C(C(=O)Nc2cc(C)on2)=C(O)c2ccccc2S1(=O)=O	0	9	8	-14	-2	-2	-6	0.3	-17
O=[n+]1cc(-c2cc3ccccc3o2)n([O-])c2c1CCCC2	1	10	-12	-3	-2	-7	-1	1.9	-15
CCCCS/C(N)=N/N=C/c1ccccc1O	18	1	-11	-20	-2	10	4	0.0	-4
COc1nc(OC)nc(N2CCC(C(=O)Nc3cccc4ccccc34)CC2)n1	8	3	-8	-4	-6	2	2	-0.6	1
O=C(Nc1ccnn1C1CCN(Cc2ccc3nonc3c2)CC1)c1cccc(F)c1	6	1	-7	-8	0	-8	-4	6.2	-6

Next part (4 carried over from the part before).
SMILES	TAAR1 agonist	CHO-K1 Ca PAM	CHO parental Ca	M1 antag	M1 ag	CHO-K1 Ca antag	TAAR1 antag	CHO-K1 Ca ag	OXTR potentiator
O=[n+]1cc(-c2cc3ccccc3o2)n([O-])c2c1CCCC2	1	10	-12	-3	-2	-7	-1	1.9	-15
CCCCS/C(N)=N/N=C/c1ccccc1O	18	1	-11	-20	-2	10	4	0.0	-4
COc1nc(OC)nc(N2CCC(C(=O)Nc3cccc4ccccc34)CC2)n1	8	3	-8	-4	-6	2	2	-0.6	1
O=C(Nc1ccnn1C1CCN(Cc2ccc3nonc3c2)CC1)c1cccc(F)c1	6	1	-7	-8	0	-8	-4	6.2	-6
Fc1ccc(C2=CSC3=NCCN23)cc1	2	-10	13	7	-12	10	20	-0.4	3
CCOC(=O)C1C(=O)CC(C)(O)C(C(=O)OCC)C1c1ccc(NC(C)=O)cc1 (stereo not drawn)	3	19	-9	0	-4	-6	-3	0.0	-9
CCN1C(=O)/C(=C2\C=Cc3cc(C)ccc3N2CC)OC1=S	3	18	-14	2	-4	-2	4	0.1	-15
CC(C)[C@H](NC(=O)c1ccco1)C(=O)OCC(=O)Nc1ccc(F)cc1	15	12	-2	-9	0	-13	-6	0.6	-27
O=C(OCC(O)C(O)C(O)C(SCc1ccccc1)SCc1ccccc1)c1ccccc1 (stereo not drawn)	5	19	x	-10	1	-14	19	3.9	x
Cc1ccc(-c2noc(/C=C/c3ccccc3)n2)cc1	10	5	-2	-3	-2	-12	-9	0.1	0
Cc1nnc(SCC(=O)Nc2sc3c(c2C#N)CCCC3)[nH]c1=O	7	17	-14	-18	-3	-6	-5	0.1	-11
COc1ccc(-n2nnnc2C(c2cccc3ccccc23)N2CCN(C/C=C/c3ccccc3)CC2)cc1 (stereo not drawn)	1	-10	x	3	-2	14	-14	-0.1	x
COc1ccc(Cl)cc1S(=O)(=O)NCc1cccs1	19	13	-6	-44	1	-7	5	1.0	-8
Cc1cc(C)nc(CCNC(=O)c2cc(COc3ccccc3)on2)n1	2	19	-10	-12	-2	-8	-2	1.2	0
CCOCCc1nnc(NC(=O)C2CC(=O)N(CCc3ccc(F)cc3)C2)s1 (stereo not drawn)	3	11	0	-8	-6	-12	-10	0.3	-9
O=C(CCCn1c(SCC(=O)NCC2CCCO2)nc2ccccc2c1=O)NCc1ccccc1 (stereo not drawn)	5	10	-16	-7	-4	6	8	0.1	-2
O=[N+]([O-])c1ccc(CSc2nnc3ccccn23)cc1	9	-14	-7	20	-7	2	6	0.8	2
CCOc1ccc(CN2CCC(n3nccc3NC(=O)c3ccccc3OC)CC2)cc1	3	-14	-18	-13	0	2	6	0.7	0
CCc1ccc(-c2cc(C)no2)cc1S(=O)(=O)NCCN1CCC(C)CC1	0	-1	-34	-4	-6	-17	-22	-0.1	-3
COc1cccc2c1CCC(NC(C)=O)C2=O (stereo not drawn)	3	-4	0	1	-3	5	16	1.3	-1
C=CCN1C=CC(=O)CC1	10	-5	-11	-11	1	-10	1	0.2	-5
O=C(NCCN1CCN(Cc2ccccc2)CC1)Nc1cc(Cl)cc(Cl)c1	44*	6	-2	28	8	9	23	14	-14
COc1ccc(CNC(=O)C2CCN(c3nn4c(=O)cc(C)nc4s3)CC2)cc1	1	1	-11	11	-5	-6	-21	-0.9	8
COc1ccccc1OCC(=O)NNC(=O)c1cccs1	0	8	-4	-6	-2	0	6	0.4	-3
O=C(NCC(c1cccs1)N1CCOCC1)c1ccc(Cl)c([N+](=O)[O-])c1 (stereo not drawn)	0	14	-15	-11	-4	-6	5	1.0	-10
CCOc1ccc(CCNC(=O)COC(=O)c2ccc(S(C)(=O)=O)cc2)cc1OCC	0	10	-26	-20	-2	-5	-10	0.1	2
CC(C)(C)NC(=O)C(c1cccnc1)N(C(=O)c1ccc(Cl)nc1)C1CCCC1 (stereo not drawn)	4	-3	5	-5	-5	-1	-9	0.1	-9
Cc1ccccc1NC(=S)c1ccc2ccccc2n1	1	21	-4	-11	-3	-11	3	0.5	-7
COc1ccc(S(=O)(=O)Cc2ccc(C(=O)N3CCN(c4ncccn4)CC3)o2)cc1	7	13	-7	-7	-3	1	21	4.0	-9
COc1ccc(C)cc1Nc1ccc(C(=O)O)cc1[N+](=O)[O-]	-1	-5	-10	8	-3	0	-18	-0.1	-3
CCN(CC)CCN1C(=O)c2oc3ccccc3c(=O)c2C1c1cccc(Br)c1 (stereo not drawn)	7	14	-6	-5	-4	-8	-5	1.9	-7
Cc1ccc(-c2nnc3n2CCCCC3)cc1	2	8	-1	-13	-4	-11	2	-0.1	-6
CCN(CC)S(=O)(=O)c1ccc(N2CC(C(=O)NC3(C)CCS(=O)(=O)C3)CC2=O)cc1 (stereo not drawn)	4	17	-1	-8	-6	-5	0	0.2	6
CC(=O)c1cc(F)c(N2CCCCCC2)cc1C	0	10	-16	11	-4	-6	-7	0.3	-5
C=CCNc1nc(-c2c(C)nc3sccn23)cs1	3	15	-10	-8	-2	-16	14	2.1	-21
Cc1cc(C(=O)CSc2nnc(N)s2)c(C)n1CCc1ccc(Cl)cc1	15	8	-12	-1	-3	1	36	3.2	-7
CC(Oc1cccc(F)c1)C(=O)Nc1ccc(N2CCOCC2)cc1 (stereo not drawn)	9	-1	-12	-9	-1	1	-3	1.0	-3
CCN(CC(=O)NCc1cccs1)S(=O)(=O)c1ccc(C(C)C)cc1	-2	-7	-30	-4	-3	-1	-8	0.3	-25
Cc1ccc(/C=C/C(=O)N2CCN(S(=O)(=O)c3cccs3)CC2)o1	0	-12	-6	8	-4	-6	-25	1.3	0
Cc1ccc(SCCN2CCC(O)CCC2=O)cc1 (stereo not drawn)	4	-15	8	4	1	0	7	-0.2	-9

Marked active in TAAR1 antag, of those listed so far:
smiles,M1 antag,M1 ag,TAAR1 antag
CCOc1cc(-c2nc3ccccn3c2NCC2CCCO2)ccc1O (stereo not drawn),24*,2,57*

The list continues.
SMILES	TAAR1 agonist	CHO-K1 Ca PAM	CHO parental Ca	M1 antag	M1 ag	CHO-K1 Ca antag	TAAR1 antag	CHO-K1 Ca ag	OXTR potentiator
CC[C@H](C)C(=O)N[C@H]1CCCN1C(=O)/C=C/c1ccccc1	4	31	-12	-9	0	-10	8	1.1	-4
COc1ccccc1CNC(=O)COC(=O)Cc1cccs1	0	0	-7	-11	-6	5	-6	0.0	-25
CC/C(=C\C(=O)c1cccnc1)Nc1ccc(C)c(C)c1	14	7	-16	-11	-3	2	-9	0.0	-21
Cc1cc(C)c2c(=O)[nH]c(SCC(=O)NCCc3ccccc3)nc2n1	70*	11	-7	-37	-3	-17	35	0.9	-5
N#Cc1ccccc1CSc1ncccc1C(=O)O	-2	15	-10	-9	-3	-11	6	0.0	-2
O=C(c1ccc(NS(=O)(=O)c2ccc(F)cc2)cc1)N1CCC1	3	-23	-3	7	1	8	-15	0.2	-12
O=C(C1CCC1)N1CCN(c2ccccc2)CC1	0	16	-3	-15	-3	-7	-10	2.9	-4
CCC1CCc2sc(C(=O)NCC3CCCO3)cc2C1 (stereo not drawn)	3	3	-16	-11	-5	-11	-18	-0.4	-4
Cc1ccc(CN(Cc2ccco2)C(=O)c2ccco2)cc1	1	1	-13	-9	-4	-5	-10	-0.7	-18
O=C(CCC(=O)N(CC(=O)NC1CCCCC1)Cc1ccccc1)Nc1nccs1	1	-3	-11	4	-3	-9	2	0.5	0
COc1ccc(NC(=O)CN(C)C(=O)c2c(-c3ccccc3Cl)noc2C)cc1	1	14	-3	9	-1	2	9	1.0	5
CC1=Nc2cc(C(=O)NCCCOC(C)C)ccc2Sc2ccccc21	2	-10	-19	-7	-3	-9	-29	0.3	2
CCC(=O)c1ccc(OCC(=O)N(C)CC(=O)Nc2cccc(F)c2)cc1	7	9	1	-6	-6	-21	4	1.6	-3
O=C1N/C(=N\N=C\c2cccnc2)SC1Cc1ccc(SC(F)F)cc1 (stereo not drawn)	4	8	-3	-3	-2	-1	-6	-0.2	1
CN1C(=O)C(=O)N(CC(=O)Nc2ccccc2OC(F)F)C1=O	1	5	4	-5	-3	-10	13	0.3	-1
CC(OC(=O)c1ccc2c(=O)n3c(nc2c1)CCCCC3)C(N)=O (stereo not drawn)	0	16	-2	-7	-7	3	10	-0.2	0
O=C(c1ccc[nH]1)N1O[C@@H]2C=C[C@H]1C2	3	19	-3	-7	-3	-20	-8	1.3	x
COc1ccc(OC)c(S(=O)(=O)N2CCC(C(=O)NCc3ccccn3)CC2)c1	0	4	11	-19	-1	-9	3	2.0	-5
C/C(=N\NC(=O)Cc1ccccc1)c1cccs1	0	10	1	-19	-1	-10	-10	0.6	-2
COc1ccc(-n2nc(C)c3c(=O)c4c([nH]c32)CCCC4)cc1	0	16	x	-7	-5	-16	-43	1.2	x
